# Screening data (PubChem)
# Chronic BCR inh = inhibitors of chronic active B-cell receptor signaling | ABC-DLBCL IkBa-CBG/CBR reporter, luminescence ratio, 4 h | AID 493014 | Potency, µM (titrated, usually from 46.1 µM), for inactives: at the top dose ratio change, negative = lower green/red ratio, most hits filed as inhibitors | hit rate 0.05% among 340,000; active means well fitted inhibition curve with a large enough effect in the signal ratio, with a control signal flat, not every such curve was filed as active; inconclusive means small, poorly fitted or top-dose-only effect, or effect the other way, or a change in a side signal; the % refers to the signal ratio;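 further: potency means the concentration at half of the fitted maximal effect; plate controls were basal doxycycline-induced cells for no effect and cells given 10 µM MG132 for full effect; MG132 reads +100%, hits lower the ratio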
#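 Concentration-response series (up to 46 uM) were applied to TMD8 dual-reporter cells for 4 h at 37C with doxycycline. Green/red ratio, after filter-overlap correction, defined %Activity; red signal alone was normalised to basal cells and zero luminescence.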
# ASM inhibitor = human S-ASM enzyme inhibition; Potency, µM (series often up to 57.5 µM), for inactives: at the highest dose activity change, negative = inhibition, usual class: inhibitors; hit rate 0.006% among 340,000; AID 504937; P17405; placental ASM, HMU-PC fluorogenic substrate, 60 min; further: potency means the concentration at half of the fitted maximal effect
#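 Fluorescence read-out (Ex 386 nm, Em 447 nm) after stopping the reaction at pH 10. Enzyme: ASM from human placenta; substrate HMU-PC0, 9 uM final; 60 min, 37 °C. Compound preincubation 10 min, ambient temperature.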
# MBNL1-CUG inh = blocks human MBNL1 binding to CUG repeat RNA; Q9NR56; TR-FRET MBNL1-His/biotin-(CUG)12 binding, 665/545 ratio; Potency, µM (doses to about 57.5 µM), without a hit: at the highest dose activity change, negative = inhibition, hits mostly inhibitors; hit rate 0.036% among 280,000; AID 2675; active means well fitted inhibition curve with a large enough effect in the signal ratio, with a control signal flat, not every such curve was filed as active; inconclusive means small, poorly fitted or top-dose-only effect, or effect the other way, or a change in a side signal; inactive means no such curve, though single readings can be large or run the other way; the % refers to the signal ratio; further: potency means the concentration at half of the fitted maximal effect; on the % scale 0 is the no-effect control and ±100 the full control effect
#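 Ratiometric TR-FRET (665 over 545 nm, excitation 340 nm) tracks disruption of MBNL1-His/biotin-(CUG)12 complex after 60 min at room temperature, with compounds at 92 nM to 58 uM final.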
# Eya2 inh = inhibitors of human Eya2 phosphatase activity | O00167 | recombinant Eya2, OMFP fluorescence dephosphorylation (OMFP is methylfluorescein phosphate) | Potency, µM (highest dose often 76.9 µM), for the others: top-dose activity, negative = inhibition, hits mostly inhibitors | hit rate 0.006% among 330,000 | AID 488837; further: potency means the concentration at half of the fitted maximal effect; on the % scale 0 is the no-effect control and ±100 the full control effect
#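 Eya2 (0.2 uM) preincubated 10 min at ambient with compound, then OMFP substrate added at 50 uM; 10 min reaction in 50 mM HEPES pH 7.5, 50 mM NaCl, 5 uM MgCl2, 0.05% BSA, 1 mM DTT. Fluorescence read at Ex 485/Em 525 nm.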
# PKM2 activator = PKM2 (human) enzyme activation; purified PKM2, Kinase-Glo ATP luminescence, activation; response scale: 0% is enzyme alone, no compound; P14618; hit rate 0.34% among 260,000; Potency, µM (series often up to 57.5 µM), without a hit: top-dose activation, most hits filed as activators; further: potency means the concentration at half of the fitted maximal effect; on the % scale 0 is the no-effect control and ±100 the full control effect; nearly all actives have a fitted effect of over 55% in size
#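 Kinase-Glo luminescence reports ATP generated from ADP (0.1 mM) and PEP (0.5 mM) by purified hPK-M2 after 1 h at room temperature, pH 7.2 imidazole buffer; intermediate enzyme activity allows detecting inhibitors and activators.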
# GALK inhibitor = blocks human galactokinase activity | hit rate 0.007% among 270,000 | Purified GALK, Kinase-Glo residual ATP luminescence | Potency, µM (doses to about 57.5 µM), for inactives: at the highest dose activity change, negative = inhibition, usual class: inhibitors; further: potency means the concentration at half of the fitted maximal effect; on the % scale 0 is the no-effect control and ±100 the full control effect
#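 Human GALK (5 nM) with 35 uM ATP and 100 uM galactose in 20 mM HEPES pH 8.0, 5 mM MgCl2, 60 mM NaCl, 1 mM DTT, 0.01% BSA. After 1 h at room temperature, leftover ATP was read by Kinase-Glo Plus luminescence.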
# USP2a block = blocks human ubiquitin-specific protease USP2a | O75604 | USP2 core, Ub-CHOP2 coupled fluorogenic reporter, 485/531 | Potency, µM (highest dose often 38.3 µM), for the others: top-dose activity change, negative = inhibition, actives largely listed as inhibitors | hit rate 0.01% among 330,000;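 further: potency means the concentration at half of the fitted maximal effect; plate controls were DMSO wells for no effect and full inhibition by NEM control for full effect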
#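 Cell-free coupled assay: 10nM USP2 core preincubated 30min RT with compound in Tris-HCl pH 8.0/CaCl2/CHAPS buffer, then 25nM Ub-CHOP2 and 25nM reporter substrate; fluorescence (Ex 485/Em 531) read after 60min RT, normalized to NEM inhibition, concentration-response curves fitted.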
# Menin-MLL TR inh = displaces Texas Red mutant MLL peptide from human menin. Menin + Texas Red MLL mutant peptide, fluorescence polarization. Potency, µM (doses to about 61.6 µM), for the others: top-dose FP activity change, negative = inhibition, most hits filed as inhibitors. hit rate 0.23% among 270,000. AID 1768; active means well fitted inhibition curve with a large enough effect in the polarisation, with a control signal flat, not every such curve was filed as active; inconclusive means small, poorly fitted or top-dose-only effect, or effect the other way, or a change in a side signal; inactive means no such curve, though single readings can be large or run the other way; the % refers to the polarisation; further: potency means the concentration at half of the fitted maximal effect; % of control where 0% means no effect; many of its hits are not listed in these tables
# TSHR antag = blocks TSH signaling through the human TSH receptor; TSHR-expressing cells, TSH-stimulated cAMP HTRF, 2 h; hits give low values; activity change, negative = inhibition, % at 11.5 µM; hit rate 0.2% among 330,000; AID 504810;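 active means activity change below a set negative limit, meaning inhibition stronger than a set level, cut at about -70% in these data; inconclusive means activity change between two set negative limits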; further: on the % scale 0 is the no-effect control and ±100 the full control effect
# Target sequence (P16473 whole entry, looked up): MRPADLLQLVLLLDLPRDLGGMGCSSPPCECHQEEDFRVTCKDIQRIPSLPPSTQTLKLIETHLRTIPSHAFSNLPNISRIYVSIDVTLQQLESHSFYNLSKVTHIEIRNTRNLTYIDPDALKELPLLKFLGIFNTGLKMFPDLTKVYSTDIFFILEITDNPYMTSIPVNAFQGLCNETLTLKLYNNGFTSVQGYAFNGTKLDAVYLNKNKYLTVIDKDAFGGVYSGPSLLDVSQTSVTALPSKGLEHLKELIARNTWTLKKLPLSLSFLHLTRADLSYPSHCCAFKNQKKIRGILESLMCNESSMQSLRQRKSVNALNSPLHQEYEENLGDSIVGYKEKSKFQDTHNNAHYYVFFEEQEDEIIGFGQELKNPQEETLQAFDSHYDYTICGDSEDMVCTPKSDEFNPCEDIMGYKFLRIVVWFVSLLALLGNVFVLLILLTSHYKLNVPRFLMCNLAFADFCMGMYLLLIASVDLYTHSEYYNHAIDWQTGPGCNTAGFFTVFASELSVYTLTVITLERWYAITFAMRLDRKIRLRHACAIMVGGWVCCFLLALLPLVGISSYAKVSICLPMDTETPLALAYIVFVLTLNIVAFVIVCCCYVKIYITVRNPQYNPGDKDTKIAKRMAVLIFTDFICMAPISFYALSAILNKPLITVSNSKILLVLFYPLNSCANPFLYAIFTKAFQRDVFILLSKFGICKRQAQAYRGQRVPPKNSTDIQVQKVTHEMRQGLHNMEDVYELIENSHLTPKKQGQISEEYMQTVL
#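 Read-out is FRET at 665 nm (cryptate excitation 337 nm) from a cryptate-tagged anti-cAMP antibody, competed by cell cAMP against cAMP-d2. Compounds are tested on freshly harvested TSHR cells challenged with 4nM TSH (EC80) for 2 hours at 37 deg C.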
# KCNH2 WT inh = inhibitors of human wildtype KCNH2 potassium channel. Q12809. U2OS, BacMam KCNH2, thallium flux FluxOr; hits give low values. activity change, % at 1.84 µM. hit rate 0.37% among 340,000;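 active means maximum activity change below -70%; inconclusive means maximum activity change between -70% and -50%; inactive means maximum activity change above -50%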; further: on the % scale 0 is the no-effect control and ±100 the full control effect
#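 U2OS cells transduced with wild-type KCNH2 virus are loaded with FluxOr dye for 45 min, and thallium flux is measured in kinetic reads before and after stimulation buffer. Rate constants are normalized to DMSO controls.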
# Mito fusion yeast = mitochondrial division inhibition or fusion activation | S. cerevisiae fusion-defective mutant growth rescue, CellTiterGlo 48 h | Potency, µM (top dose mostly 46.1 µM), for the others: at the top dose growth rescue (activation), actives largely listed as activators | hit rate 0.23% among 320,000;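 further: potency means the concentration at half of the fitted maximal effect; % of control where 0% means no effect; nearly all actives have a fitted effect of over 45% in size; temperature-sensitive fusion mutants such as fzo1-1 at 37 °C on non-fermentable ethanol glycerol medium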
#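 Luminescent cell viability in 1536-well qHTS format served as the measure of rescued growth in ts fusion-mutant S. cerevisiae cultured on non-fermentable YPEG for 48 hours at 37C.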
# An asterisk follows results filed as active; ? = inconclusive; · = no result given; & = joins results of further samples; [ ] = another dose, or the depositor's remark. Unless noted, the call rests on the fitted dose curve; in most records, active means well fitted curve in the direction sought with a large enough effect; inconclusive means small, poorly fitted or top-dose-only effect, or another doubt; inactive means no such curve, though single readings can be large; an effect the other way counts as inactive or inconclusive. Only part of the results is shown, so the mix of outcomes need not match the whole.
Compound,Chronic BCR inh,ASM inhibitor,MBNL1-CUG inh,Eya2 inh,PKM2 activator,GALK inhibitor,USP2a block,Menin-MLL TR inh,TSHR antag,KCNH2 WT inh,Mito fusion yeast
COc1ccc(/C=C(\C#N)C(=O)N2COCC2(C)C)cc1,-1%,4%,-6%,2%,·,3%,1%,-2%,-75*,13,0%
O=C(c1ccc(-c2ccccc2)cc1)C1CCCN(Cc2ccncc2)C1 (configuration not stated),?,-1%,-8%,-11%,-17%,-1%,-2%,?,-5,-1,-9%
Cc1ccc(S(=O)(=O)C2(C(=O)Nc3ccc(F)cc3)CC2)cc1,6%,-1%,2%,-20%,-2%,2%,-1%,-3%,10,-20,-2%
COCCNC(=O)CSc1nc2nn(-c3ccccc3)c(=O)c-2c2n1CCCCC2,?,-1%,?,9%,5%,-1%,-1%,-13%,-11,0,0%
CC(CCc1ccccc1)NC(=S)NC1CCCCC1 (configuration not stated),1%,2%,-2%,0%,-10%,9%,-1%,1%,-1,-14,-6%
CCN1CCN(c2ccc(N3CCN(S(=O)(=O)c4cc([N+](=O)[O-])ccc4C)CC3)nn2)CC1,13%,·,·,2%,·,·,1%,·,1,9,-3%
O=C1/C(=C/c2ccccc2)SC(=S)N1CC(=O)N1CCCCC1c1cccnc1 (configuration not stated),-6%,-15%,?,5%,8%,11%,0%,10%,-13,-3,-11%
O=C(CCNC(=O)C1CCN(S(=O)(=O)c2ccc(F)cc2)CC1)Nc1nccs1,0%,-2%,-2%,-5%,·,5%,3%,·,12,0,2%
COc1ccccc1OCCNC(=O)CNC(=O)c1ccc2c(c1)OCO2,-11%,1%,·,-17%,·,·,1%,·,-6,-7,-3%
COC(=O)Cc1cc(=O)[nH]c(/N=C(\N)Nc2ccc(C)cc2C)n1,2%,3%,3%,0%,-10%,-1%,-5%,0%,16,7,-8%
Cc1c(C)c2c(C)nn(-c3ccccc3)c2[nH]c1=O,1%,0%,-19%,-16%,-4%,0%,2%,2%,21,-7,1%
Cc1cc(C)n(C(=O)CN2C(=O)COc3ccccc32)n1,-1%,1%,-7%,-6%,-13%,-1%,-10%,-12%,18,-13,-5%
O=C(COC(=O)CCc1nc2ccccc2c(=O)[nH]1)Nc1ccccc1OC(F)F,0%,0%,·,-18%,·,·,0%,·,14,-3,-4%
Cc1ccc2c(C(=O)CN3CCCCC3)c(C)[nH]c2c1,1%,2%,-6%,-1%,·,·,1%,-7%,12,4,1%
CC(=O)Nc1ccc(-c2csc(NCc3ccccc3)n2)cc1,?,-11%,?,-4%,?,-2%,-2%,31%[activator],7,7,6%
CN(Cc1cn(-c2ccccc2)nc1-c1ccc(F)cc1)C(=O)CCC(=O)O,1%,-1%,-1%,-6%,1%,-9%,2%,0%,-3,7,-2%
CCOc1ccccc1NC(=O)c1c(Br)cnn1C,-9%,0%,·,3%,-1%,2%,3%,-8%,4,-11,21%
Cc1cc2ncn(C(=O)N3CCCC3)c2cc1C,1%,0%,5%,11%,4%,-1%,0%,4%,28,6,-1%
COc1cccc(Nc2ccc([N+](=O)[O-])c3nonc23)c1,9%,-5%,?,-5%,-14%,1%,5%,?,-8,-18,-4%
O=C(CSc1nnc(Cc2ccccc2)o1)NCc1ccco1,?,2%,-6%,-8%,1%,-1%,1%,-2%,-5,-25,4%
CC(C)(C)Cc1nnc(NS(=O)(=O)c2ccccc2)s1,10%,-2%,-20%,-2%,2%,-5%,-3%,20%,2,1,5%
Cc1ccc(-n2ccc(=O)c(C(=O)Nc3ccc(S(=O)(=O)Nc4onc(C)c4C)cc3)n2)cc1,-2%,-5%,?,-14%,·,0%,0%,?,17,-8,0%
COc1cc(OC)cc(C(=O)NCC(=O)NC(C)c2ccccc2)c1 (configuration not stated),0%,2%,-6%,0%,·,9%,0%,-23%,-7,-2,1%
Cc1cccc(CC2S/C(=N/N=C/c3ccco3)N(c3ccccc3)C2=O)c1 (configuration not stated),?,-9%,-7%,-12%,-6%,·,2%,1%,-7,-8,0%
CCCCCCC(=O)N(O)C1CC(=O)N(c2ccccc2)C1=O (configuration not stated),?,·,3%,4%[15.4 µM],-17%,3%,0%,3%,0,·,-1%
O=C(CCS(=O)(=O)c1cccc2nonc12)NCCc1ccccc1Cl,?,0%,?,0%,-3%,-1%,3%,1%,-1,3,-1%
Cc1nn2c(N3CCN(C4CCCC4)CC3)cc(C(C)(C)C)nc2c1-c1ccccc1,7%,4%,-2%,4%,2%,-2%,7%,-4%,-8,-5,-2%
CN(C(=O)COc1ccc(Br)cc1Cl)C1CCCCC1,?,-1%,-1%,-14%,1%,1%,3%,-5%,-16,5,-2%
CSc1nc(N2CCN(Cc3ccc4c(c3)OCO4)CC2)c2ccccc2n1,-1%,-3%,9%,-5%,·,·,-10%,-29%,-7,-1,-7%
CSCCC(NC(=O)COc1ccccc1)C(=O)N1CCC(C(N)=O)CC1 (configuration not stated),2%,-1%,·,-5%,·,·,2%,·,-24,-11,-1%
O=C(O)CC1c2ccccc2S(=O)(=O)N1Cc1ccccc1 (configuration not stated),-7%,-3%,-4%,4%,-1%,0%,7%,·,26,0,-22%
CC1CCN(S(=O)(=O)c2cccc(C(=O)N(Cc3ccccc3)c3ccccn3)c2)CC1,1%,2%,3%,-1%,2%,1%,-3%,1%,-9,0,-4%
O=C(Nc1ccc(Br)cc1)C1CCCN(C2=NS(=O)(=O)c3ccccc32)C1 (configuration not stated),?,-9%,·,5%,·,·,0%,·,-17,2,-2%
Fc1ccc(Cn2cccc2C2=NC(c3ccccc3)CO2)cc1 (configuration not stated),?,1%,5%,?,-2%,0%,2%,-16%,3,-10,21%
Cc1ccccc1Nc1c([N+](=O)[O-])ccc2c1=NC1(CCCCC1)N=2,-1%,2%,17%,-26%,5%,3%,-1%,-29%,0,-4,0%
CCCc1cc(=O)[nH]c(SCC(=O)NCCC2=CCCCC2)n1,7%,-3%,-2%,2%,5%,12%,-2%,2%,-8,-3,6%
COc1ccc(C(=O)/C=C/NCc2ccc(F)cc2)cc1OC,1%,5%,6%,3%,11%,0%,-1%,·,-23,7,0%
O=C(NCc1ccc2c(c1)OCO2)C1CC(c2ccc(Cl)c(Cl)c2)=NO1 (configuration not stated),1%,-5%,4%,-14%,1%,-2%,0%,-13%,-13,15,0%
N=c1nc(-c2ccccc2)ccn1O,?,0%,-1%,-14%,-1%,0%,-2%,-3%,-9,1,1%
CCC(CC)c1nnc(NC(=O)c2ccc3c(c2)OCO3)s1,0%,0%,3%,-5%,-8%,-2%,3%,-20%,-15,-14,-6%
O=C(Nc1ncc(Cc2cccc(Cl)c2)s1)c1cccs1,?,-27%,4%,-2%,0%,-6%,5%,?,-15,-10,-3%
O=S(=O)(/N=C(/Nc1ccc(Cl)c(S(=O)(=O)Nc2ccccc2Cl)c1)c1ccc(F)cc1)c1ccccc1,?,-4%&-3%,14%,2%,-6%,-1%,-9%,?,0,-3&5,-1%
CN(C(=O)COC(=O)c1cc(-c2ccc(Cl)s2)nc2ccccc12)C1CCS(=O)(=O)C1 (configuration not stated),?,244%[activator],40%[activator],17%,3%,-1%,3%,?,-4,5,-6%
CC(NC(=O)c1ccc(C(C)(C)C)cc1)C(c1cccs1)N1CCOCC1 (configuration not stated),3%,2%,6%,-1%,4%,-1%,1%,?,-21,3,3%
COc1ccc(-n2c(SCC(=O)N3CCN(c4ccccc4)CC3)nc3c(c2=O)SCC3)cc1,2%,-1%,?,-22%,-13%,1%,?,-17%,-3,4,3%
COc1ccc(S(=O)(=O)CCC(=O)NCCc2ccc(Cl)cc2)cc1,-16%,1%,4%,14%,-2%,1%,0%,-1%,-10,18,0%
